# Screens: PubChem BioAssay, several laboratories
# ABHD5-PLIN5 inh – ABHD5-PLIN5 interaction inhibitors, primary screen, cell lysate, split luciferase complementation, luminescence; Perilipin-5 (Homo sapiens) + 1-acylglycerol-3-phosphate O-acyltransferase ABHD5 (Homo …; Split G. princeps luciferase complementation, 4 h; inhibition, % at 4 µM; actives 0.78% (n = 360,000); AID 602281, 2012;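 active = inhibition above the mean inhibition across every tested compound plus 3 SD, cut at about 22% in these data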;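 note: 0% = DMSO only wells and the 100% control is not disclosed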
# aDG glyco act – activators of alpha-DG glycosylation, primary screen, uHTS, Pro5-aDG cells, AlphaScreen; alpha-DG glycosylation AlphaScreen (IIH6); 0% Pro5, 100% B10-LARGE cell signal; activation, % at 10 µM; actives 0.22% (n = 360,000); AID 624168, 2012;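 active = activation of at least 8% versus controls, or a plate z-score of at least 8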;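 note: Pro5 are CHO cells carrying HIG-tagged alpha-DG that lacks glycosylation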
# N-glyco inh – increase of ERlucT glycosylation luciferase signal, primary screen, N-linked glycosylation inhibitor project, D54 ERlucT cells, luminescence, set 2; AID 588692, 2011; actives 0.23% (n = 360,000); reporter increase, % at 12.5 µM; D54 ERlucT glycosylation luciferase reporter, 24 h; percent of 100 nM tunicamycin response;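 active = mean luciferase reporter signal, scaled so untreated is 0 and the glycosylation-blocking control 100, at or above a set limit in every replicate; inconclusive = mean reaches the limit but not every replicate does; inactive = mean below the limit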;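 note: luciferase carries N-glycosylation sites so blocking glycosylation raises the light; 0% = median of neutral control wells and 100% = median of 100 nM tunicamycin wells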
# MC4R antag cAMP – MC4R antagonists of cAMP signaling, primary screen, cell-based, TR-FRET, antagonist arm of biased-ligand search. Melanocortin receptor 4 (Homo sapiens), P32245. MC4R-expressing cells, MTII-stimulated cAMP, LANCE TR-FRET. inhibition, % at 6.5 µM. actives 0.48% (n = 360,000);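 active = inhibition above its plate's cutoff, the mean of tested wells on that plate plus 3 SD, cut at about 29% in these data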;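 note: 0% = Melanotan II alone and 100% = Melanotan II plus saturating MCL0020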
# Target sequence (P32245 whole entry, looked up): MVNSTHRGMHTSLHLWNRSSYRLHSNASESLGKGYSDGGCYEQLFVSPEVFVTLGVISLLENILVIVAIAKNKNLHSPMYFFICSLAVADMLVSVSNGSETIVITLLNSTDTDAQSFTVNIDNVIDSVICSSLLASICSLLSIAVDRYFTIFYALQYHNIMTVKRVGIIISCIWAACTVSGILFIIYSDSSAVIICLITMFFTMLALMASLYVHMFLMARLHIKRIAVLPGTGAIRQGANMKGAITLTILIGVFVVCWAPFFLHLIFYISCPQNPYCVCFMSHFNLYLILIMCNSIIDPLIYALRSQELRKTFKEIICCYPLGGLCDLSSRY
#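 material = U2OS cells stably expressing human melanocortin 4 receptor (MC4R) | also added = Melanotan II challenge | dosing = single nominal compound dose of 6.5 µM | detection = TR-FRET with Eu-cAMP and labeled anti-cAMP, 671 nm | replication = singlicate | timing = compound 30 min, challenge 1 h, detection 1 h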
# TLR9-MyD88 inh – inhibitors of TLR9-MyD88 association in cells, primary screen, cell-based, CHO, BLA complementation, fluorescence; Toll-like receptor 9 (Homo sapiens) + Myeloid differentiation primary response protein …; CCF4 FRET ratio; inhibition, % at 4.98 µM; actives 0.21% (n = 340,000); AID 504734, 2011;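 active = inhibition above the mean over all tested compounds plus 3 SD, cut at about 21% in these data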;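 note: 0% = DMSO only wells and 100% = clavulanate BLA inhibitor control wells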
# Vif inh – HIV Vif self-association inhibitors, primary screen, imaging, HEK293T, single point; inhibition, % at 7.49 µM; actives 0.35% (n = 340,000); HEK293T cells, Vif self-association by quenched fluorescence, 24 h; in the data active = inhibition above about 50%, passing the limit was not always enough; inconclusive = no clear call, values can overlap the other calls; inactive = below about 31%; note: some results filed as inactive read as strong as hits
# ABCB6 inh 2 – ABCB6 transporter inhibitors, primary screen, K562-ABCB6 cells, flow cytometry, MLPCN library; K562-ABCB6 porphyrin accumulation, 1 h; hits give low values; fluorescence ratio to DMSO, % at 10 µM; actives 0.19% (n = 360,000);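 active = fluorescence ratio to DMSO below 75%, the collection mean minus 3 SD; inconclusive = too few cells collected in the well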;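 note: signal is porphyrin accumulated inside mitochondria; 100% equals median channel fluorescence of DMSO control wells; lower ratio means ABCB6 inhibition with less porphyrin fluorescence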
# Exocytosis inh – LAMP-1 surface exposure blockers, TALL-104 cells – cell-based, flow cytometry, MLPCN library, primary screen; TALL-104 LAMP-1 surface exposure; cells stimulated with thapsigargin and PMA; inhibition, % at 10 µM; actives 0.66% (n = 360,000);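 active = inhibition above about 55%, limit read from the data; inconclusive = no clear call, values can overlap the other calls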
# MC4R barr agon – MC4R agonists recruiting beta-arrestin, primary screen, cell-based, luminescence, agonist arm of biased-ligand search | Melanocortin receptor 4 (Homo sapiens), P32245 | U2OS MC4R beta-arrestin complementation; percent of melanotan II response, DMSO zero | activation, % at 8.9 µM | actives 0.98% (n = 360,000) | AID 540308, 2011;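 active = activation above a per-plate cutoff, the mean activation of sample wells on that plate plus 3 SD, cut at about 8% in these data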
# NOD2-RIPK2 inh – NOD2-RIPK2 binding disruptors in cells, primary screen, fluorescence, CHO cells, BLA complementation; inhibition, % at 4.98 µM; CCF4 ratio; actives 0.38% (n = 360,000); Receptor-interacting serine/threonine-protein kinase 2 (Homo sapiens), O43353; in the data active = inhibition above about 21%;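 note: 0% = vehicle only and 100% = reference blocker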
# Target sequence (O43353 whole entry, looked up): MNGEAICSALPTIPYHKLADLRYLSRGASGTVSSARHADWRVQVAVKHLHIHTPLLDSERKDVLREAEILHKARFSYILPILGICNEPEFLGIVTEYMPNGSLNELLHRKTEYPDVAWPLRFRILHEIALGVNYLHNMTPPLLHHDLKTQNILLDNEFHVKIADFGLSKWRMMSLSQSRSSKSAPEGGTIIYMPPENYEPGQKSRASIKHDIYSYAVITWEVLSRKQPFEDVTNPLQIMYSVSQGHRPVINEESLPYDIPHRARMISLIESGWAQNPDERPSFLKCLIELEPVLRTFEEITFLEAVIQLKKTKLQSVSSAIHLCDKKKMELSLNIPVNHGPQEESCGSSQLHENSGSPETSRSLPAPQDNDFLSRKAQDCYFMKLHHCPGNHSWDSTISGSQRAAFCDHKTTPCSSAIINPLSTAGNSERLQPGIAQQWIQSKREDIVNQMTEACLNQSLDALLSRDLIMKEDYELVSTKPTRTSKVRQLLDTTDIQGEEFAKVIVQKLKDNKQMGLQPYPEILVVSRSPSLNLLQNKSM
# Numbers without * were called inactive; ? = inconclusive; . = no result given; & = joins results of further samples. Only part of the results is shown (hit frequency here may not be typical).
SMILES,ABHD5-PLIN5 inh,aDG glyco act,N-glyco inh,MC4R antag cAMP,TLR9-MyD88 inh,Vif inh,ABCB6 inh 2,Exocytosis inh,MC4R barr agon,NOD2-RIPK2 inh
COc1ccc(S(=O)(=O)N(C)C[C@H]2Oc3c(NC(=O)Nc4ccccc4)cccc3C(=O)N([C@H](C)CO)C[C@@H]2C)cc1,-13,-0.3,-2,18,-6,.,96,-2,-2.0,0
CCOc1ccc(N(C(=O)c2snc(C(N)=O)c2N)C(C(=O)NCC2CCCO2)c2ccc(C)o2)cc1 (configuration not stated),1,0.0,4,7,-4,-3,97,-4,-1.1,-11
O=[N+]([O-])c1ccccc1/C=C/C=N/Nc1nc(N2CCCCC2)nc(N2CCCCC2)n1,1,-0.2,-2,11,5,-5,96,7,0.7,-4
COc1ccc(N(CC(=O)Nc2ccc(S(=O)(=O)N3CCOCC3)cc2)S(=O)(=O)c2ccccc2)cc1,-11,-0.7,-4,15,-8,.,188,2,0.3,-2
COc1nc(-c2ccc(C)cc2)ccc1-c1noc(-c2ccco2)n1,3,0.0,3,5,-8,15,104,-6,1.5,-8
COc1ccc(O)c(C(=O)c2cnc3c(c2)c(=O)[nH]c(=O)n3C)c1,-1,-0.4,4,18,-9,1,99,-2,1.4,-10
CC(C)C[C@@H](CN1CCCC1CN1C(=S)NC[C@@H]1Cc1ccc(O)cc1)N1C[C@H](Cc2ccc(O)cc2)N(CC2CCCCC2)C1=S (some centres not stated),-10,0.5,-5,11,-3,.,100,57*,-4.1,2
COc1ccc(-c2cc3c(=O)n(CC(=O)Nc4cccc(Cl)c4)ncn3n2)cc1,2,-0.1,0,1,4,8,99,-1,-0.8,-3
Cc1cc(F)cc(-c2cc(C(=O)NCc3ccc(C(F)(F)F)cc3)[nH]n2)c1,-13,0.8,-1,7,.,20,98,-6,14*,-2
CC1CCN(C(=O)Cn2c(=O)n(-c3ccc(F)cc3)c(=O)c3sccc32)CC1,2,-0.1,-1,11,0,1,101,-3,-0.8,-2
Cc1ccccc1-c1nc(C#N)c(NCc2ccco2)o1,-2,-0.2,1,11,0,6,89,-4,0.6,-6
CC1CCC2(CC1)NC(=O)N(CC(=O)N1CC(C)CC(C)C1)C2=O (configuration not stated),-11,-0.2,0,-2,-2,21,96,-1,-1.3,-8
CCN1CCN(C(=O)CS(=O)Cc2nc(-c3ccc(OC)cc3)oc2C)CC1 (configuration not stated),-4,0.4,0,18,8,1,96,-2,0.7,-12
COC(=O)c1nn(-c2ccc3c(c2)OCO3)cc1O,5,-0.2,-5,0,-1,1,98,-1,-1.0,0
FC(F)(F)C(F)(F)c1nnc2ccc(-n3ccnc3)nn12,-2,0.7,0,23,-5,7,99,2,1.1,-4
COc1ccc(OCCCC(=O)Nc2cccc([N+](=O)[O-])c2C)cc1,-5,0.0,3,5,-22,-2,97,0,-0.5,9
O=C(Nc1ccc(Cl)cn1)C1CCN(S(=O)(=O)c2cccs2)CC1,5,0.2,-2,10,2,-1,94,0,0.1,-8
Cc1n[nH]c(=O)c2c(NC(=O)CSc3ccc(F)cc3)oc(C)c12,-7,0.0,4,0,2,-1,102,1,-2.2,8
Cc1ccc(NS(=O)(=O)c2cc(C(=O)O)ccc2Cl)c(C)c1,0,0.0,3,6,5,0,94,-4,-1.8,0
CCCCN(C)CCCNC(=O)Cn1cc2c(n1)-c1c(oc(C(=O)N3CCCC3)c1C)CC2,0,-0.3,-4,3,-3,?,97,-5,-0.4,-10
O=C(CC1SC(=Nc2ccccc2)N(CCc2c[nH]c3ccccc23)C1=O)Nc1ccccc1F (configuration not stated),-2,0.5,-1,6,2,5,95,10,0.6,6
CCN(CC)C(=O)c1[nH]cnc1C(=O)N[C@@H](CC(C)C)C(=O)OC(C)(C)C,3,0.3,0,0,2,6,95,-2,-1.2,-6
O=S(=O)(CCc1nc2ccccc2o1)c1ccc2ccccc2c1,-5,0.0,2,14,-11,0,103,2,1.6,-8
Cc1nnc(Nc2ccc(S(N)(=O)=O)cc2)c2ccccc12,0,0.0,1,-1,4,-1,104,2,-0.2,10
CCC1(c2ccc(F)cc2)NC(=O)N(CC(=O)Nc2ccc3c(c2)OCCO3)C1=O (configuration not stated),6,0.1,1,8,-5,.,101,-11,2.4,-1
CCOc1ccc2c(c1)-c1c(ssc1=S)C(C)(C)N2C(=O)c1ccco1,-4,-0.6,7,3,3,4,95,8,-1.4,-4
CC(C)(C)c1ccc(/C=C/C(=O)O)s1,0,0.2,2,6,-2,-14,100,-13,2.4,6
O=C(CCCNS(=O)(=O)c1ccc(Cl)c(Cl)c1)NCCc1ccccn1,2,-0.1,-3,5,-5,2,95,-1,-1.2,-7
CCOC(=O)c1c(C2CC2)csc1NC(=O)CSCc1c(C)noc1C,1,0.3,1,9,-4,-8,89,-1,2.3,6
O=C(CN1c2cccc3cccc(c23)S1(=O)=O)NCc1ccc2c(c1)OCO2,8,0.3,1,18,-2,12,100,8,-0.7,9
CC(C)c1ccc(NC(=O)CN(Cc2ccccc2)S(C)(=O)=O)cc1,5,0.0,-2,1,12,-11,101,1,2.7,0
CCOC(=O)C1=C(C)Nc2ncnn2C1c1ccc(N(C)C)cc1 (configuration not stated),3&-5,-0.1&0.0,0&0,3&4,-6&-5,-3&2,102&99,-3&1,-3.2&-1.3,6&-6
CCOC(=O)c1c(NC(=O)COC(=O)Cc2ccccc2[N+](=O)[O-])sc(C(=O)N(C)C)c1C,4,-0.1,0,8,5,-2,99,-4,-3.2,-3
CCc1nc2ccc(C(=O)NCc3ccc(OC)cc3)cn2c1N(C)C(=O)Cc1ccccc1,5,-0.3,0,4,.,6,99,-1,-0.4,2
CCCNCC(O)COc1ccccc1C(=O)CCc1ccccc1 (configuration not stated),3,0.0,-5,-1,-6,-3,96,.,1.7,-8
CCOCCc1nnc(NC(=O)CCC2CCCCC2)s1,3,0.0,-3,2,-4,-2,100,-2,3.7,-12
CN(C)S(=O)(=O)c1ccc(Cl)c(NC(=O)COC(=O)/C=C/c2cnc3ccccc3n2)c1,-3,-0.1,0,9,-4,-2,107,-1,1.8,-2
Cn1c(=O)c2c(nc(Br)n2CC(=O)C23CC4CC(CC(C4)C2)C3)n(C)c1=O,0,0.1,1,5,1,-1,94,-2,0.5,1
CCOC(=O)C(NC(=O)CC(C)C)(Nc1sc(C)c(CC)c1C#N)C(F)(F)F (configuration not stated),-2,0.4,-6,4,-8,-19,105,1,1.5,-3
COc1cnn(-c2ccc([N+](=O)[O-])cc2)c(=O)c1Cl,-5,0.0,5,8,-7,7,98,34,-0.9,-12
COc1ccc(S(=O)(=O)N2CCCC(C(=O)NCc3cccnc3)C2)cc1 (configuration not stated),0,-0.1,0,-1,8,1,97,-2,-2.2,-3
COc1cc(CCN(C(C)=O)C2C(=O)Nc3ccccc3N=C2c2ccc3c(c2)OCO3)cc(OC)c1 (configuration not stated),-4,-0.2,1,.,.,.,101,-4,.,-3
CCOc1ccccc1NC(=O)C(OC(=O)c1ccccc1NS(=O)(=O)c1cccs1)c1ccccc1 (configuration not stated),6,0.9,-2,-6,5,2,92,-2,2.4,7
O=Cc1ccc(-n2cc(C=O)c3ccccc32)cc1,-8,-0.1,0,-9,-1,-1,104,2,-1.1,-6
Cc1nnc2n(-c3ccccc3)c(=O)c3c4c(sc3n12)COC(C(C)C)C4 (configuration not stated),5,1.4,-1,7,-6,-3,125,-5,-0.6,-4
O=C(COc1ccc(S(=O)(=O)N2CCCC2)cc1)NCC1CCCO1 (configuration not stated),0,0.1,2,4,1,0,99,-4,0.9,-2
C[C@H](c1ccccc1)N1C[C@@H](COCc2ccccc2)Oc2cc(N3CC[C@@H](N(C)C)C3)ccc2S1(=O)=O,11,0.2,.,.,.,.,98,63*,.,-7
CC1CN(S(=O)(=O)c2cccc(C(=O)NNC(=O)C(C)Oc3ccccc3F)c2)CC(C)O1 (configuration not stated),2,0.1,-2,10,2,.,95,-3,-1.4,-9
Cc1ccc(C(=O)C(=S)N2CCOCC2)cc1,11,0.0,1,4,0,10,99,-1,2.0,-12
CC(=O)Nc1cccc(-c2nnc(-c3ccccc3)o2)c1,-7,4.2,0,1,-1,-14,78,-2,-0.7,4
Cc1cc(CCCCCCCCc2cc(C)cc(=O)o2)oc(=O)c1,-6,0.7,-2,-5,0,-3,79,-6,0.6,-3
COc1cc(C(=O)NCCC(C)C)c([N+](=O)[O-])cc1OC,-7,-0.1,2,12,-15,-1,103,1,-0.6,-11
Cn1cccc1C(C(=O)NC1CCCCC1)N(C(=O)Cc1cccs1)c1ccc2c(c1)OCO2 (configuration not stated),-2,0.3,1,14,0,-1,104,-1,-0.4,-1
CCN(CC(=O)NCc1cccs1)C(=O)c1cc(S(=O)(=O)NCc2ccccc2)ccc1C,2,0.2,-2,6,1,-7,93,-3,-2.3,4
Cc1ccccc1NC(=O)C(=O)Nc1ccccc1C,2,0.2,-2,7,-5,-3,91,6,1.0,-5
